Salmonella PhoP GFP: PhoP regulon inhibitors, Salmonella typhi PhoP promoter GFP reporter, confirmatory (AID 1850). Salmonella Typhi PhoP-promoter GFP reporter, fluorescence, 4 h; higher % means a stronger effect. one-dose inhibition, % at 50 µM; IC50 in µM for titrated hits. actives 0.33% (n = 310,000); in the data active = a potency from the dose series; inconclusive = inhibition mostly from about 25% at the one dose, without a potency; inactive = the rest, 99 in 100 with inhibition below about 19%;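 also: 0% = induced wells with vehicle and 100% = uninduced wells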
M. tuberculosis HTS: M. tuberculosis growth inhibition, HTS (AID 449762) | M. tuberculosis H37Rv growth inhibition, 7H9 media; higher % means a stronger effect | inhibition, % at 25 µM; hits with a dose series show IC50 in µM | actives 0.59% (n = 330,000); in the data active = a potency from the dose series; inconclusive = inhibition above about 70% without an active follow-up result;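 also: bacterial growth assessed after seven days of incubation; strong numbers were not always called active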
H1N1 NS1A inhibition: H1N1 influenza NS1A inhibitors, functional cell based assay (AID 504329); inhibition, % at 12.5 µM, or IC50 in µM where a hit was titrated; NS1A functional cell-based assay, percent inhibition; higher % means a stronger effect; actives 0.3% (n = 340,000); in the data active = a potency from the dose series; inconclusive = inhibition above about 27% without an active follow-up result; also: strong numbers were not always called active
inhibitors of VEEV: inhibitors of VEEV TC-83 cytopathic effect, confirmation, Vero cells (AID 588727). Vero cells, VEEV TC-83 cytopathic effect inhibition; higher % means a stronger effect. one-dose inhibition, % at 20 µM; IC50 in µM for titrated hits. actives 0.13% (n = 350,000); in the data active = a potency from the dose series; inconclusive = inhibition mostly from about 14% at the one dose, without a potency; inactive = the rest, 99 in 100 with inhibition below about 12%; also: strong numbers were not always called active
tuberculosis growth: growth inhibition of non-replicating M. tuberculosis (AID 488890); inhibition, % at 25 µM; hits with a dose series show IC50 in µM; actives 0.39% (n = 320,000); Mycobacterium tuberculosis non-replicating, growth inhibition; higher % means a stronger effect; in the data active = a potency from the dose series; inconclusive = inhibition mostly from about 82% at the one dose, without a potency; inactive = the rest, 99 in 100 with inhibition below about 76%;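 also: plate controls were DMSO cells for no effect and high antibiotic wells for full effect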
inhibitors of VEEV 10K pilot screen: recorded beside inhibitors of VEEV, whose call it bears; inhibition, %; measured here: 10K pilot screen inhibition
The depositor's hits bear a star; i = inactive; ? = inconclusive; · = not tested or not shown. Random draw from the library; 1.6% or so of the library scored in one or more.

A first look, 3 compounds:
SMILES	Salmonella PhoP GFP	M. tuberculosis HTS	H1N1 NS1A inhibition	inhibitors of VEEV	tuberculosis growth	others
COc1ccccc1NC(=S)NC12CN3CN(CN(C3)C1)C2	5%	-4%	6%	0.9%	-20%
CCN(CC)C(=O)CSC1=Nc2ccccc2C2=NC(c3ccccc3)C(=O)N12 (stereo unspecified)	-6%	2%	8%	5.4%	-8%
CCn1c(Cc2cccc3ccccc23)nnc1SCC(=O)Nc1nccs1	1%	-7%	98%	1.6%	35%

The listing (from the top)
SMILES	Salmonella PhoP GFP	M. tuberculosis HTS	H1N1 NS1A inhibition	inhibitors of VEEV	tuberculosis growth	others
COc1ccccc1NC(=S)NC12CN3CN(CN(C3)C1)C2	5%	-4%	6%	0.9%	-20%
CCN(CC)C(=O)CSC1=Nc2ccccc2C2=NC(c3ccccc3)C(=O)N12 (stereo unspecified)	-6%	2%	8%	5.4%	-8%
CCn1c(Cc2cccc3ccccc23)nnc1SCC(=O)Nc1nccs1	1%	-7%	98%	1.6%	35%
Cc1cccc(C(=O)NCC(=O)OCc2nnc(-c3ccccc3)o2)c1	3%	-2%	-4%	3.6%	-7%
O=C(NCc1ccc2c(c1)OCO2)c1ccc(Br)cc1	-6%	6%	-2%	0.2%	?
CC1(C)Cc2ccccc2-c2nc(CN3CCOCC3)[nH]c(=O)c21	-5%	-7%	-6%	0.4%	32%
CCN1C(=O)[C@H]2[C@@H](c3ccc(-c4ccc(Cl)c(Cl)c4)cc3)N[C@@](C)(C(=O)OC)[C@H]2C1=O	1%	1%	11%	1.4%	10%	inhibitors of VEEV 10K pilot screen=2.2
CC(C)CC(c1nnnn1C(C)C)N1CCN(c2cccc(Cl)c2)CC1 (stereo unspecified)	-7%	7%	-2%	1.9%	27%
O=C(C1COc2ccccc2O1)N1CCc2ccccc2C1 (stereo unspecified)	3%	-8%	-7%	2.2%	74%
COc1ccccc1CNC(=O)COc1ccccc1C(=O)c1cnn(-c2ccccc2)c1	·	3%	4%	6.7%	56%
CCOC(=O)C1CCN(S(=O)(=O)c2ccc(OCC(=O)OC)cc2)CC1	-13%	-4%	-32%	i	5%
O=C(Nc1cccc(S(=O)(=O)NC2=NCCC2)c1)c1cc(-c2ccccn2)nc2ccccc12	18%	2%	6%	6.9%	38%
CCOC(=O)[C@]12Cc3ccccc3[C@H]1N(Cc1ccccc1)C(=O)c1ccccc12	·	·	2%	i	·
COc1ccccc1N1CCN(C(=O)CCCN2C(=O)c3cccc4cccc(c34)C2=O)CC1	13%	11%	2%	12%	35%
O=c1[nH]c(C2CCN(S(=O)(=O)c3cccc([N+](=O)[O-])c3)CC2)nc2c1nnn2Cc1ccccc1	0%	5%	-22%	0.8%	30%
Cc1cccc(NC(=O)c2sc3nc4c(c(-c5ccco5)c3c2N)CCC4)c1	-10%	1%	7%	10%	-3%
COc1ccc([N+](=O)[O-])cc1NC(=O)CS(=O)(=O)c1ccc(C)cc1	-1%	-3%	-3%	0.6%	36%
C[C@@H]1CN(C(=O)c2ccc(OC3CCN(S(=O)(=O)N(C)C)CC3)cc2)C[C@H](C)O1	-8%	12%	31%	1.8%	-9%
O=c1c(-c2ccnn2-c2ccccc2F)cnc2n1CCS2	-2%	-1%	5%	0.7%	-2%
O=C(CSc1nnc(Cn2cnc3ccccc32)o1)c1ccccc1	1%	-4%	3%	5.1%	60%

Some of these compounds in order of formula weight, low to high.
SMILES	Salmonella PhoP GFP	M. tuberculosis HTS	H1N1 NS1A inhibition	inhibitors of VEEV	tuberculosis growth	others
CCOC(=O)C1CCN(S(=O)(=O)c2ccc(OCC(=O)OC)cc2)CC1	-13%	-4%	-32%	i	5%
CCN(CC)C(=O)CSC1=Nc2ccccc2C2=NC(c3ccccc3)C(=O)N12 (stereo unspecified)	-6%	2%	8%	5.4%	-8%
CCn1c(Cc2cccc3ccccc23)nnc1SCC(=O)Nc1nccs1	1%	-7%	98%	1.6%	35%
C[C@@H]1CN(C(=O)c2ccc(OC3CCN(S(=O)(=O)N(C)C)CC3)cc2)C[C@H](C)O1	-8%	12%	31%	1.8%	-9%
O=C(Nc1cccc(S(=O)(=O)NC2=NCCC2)c1)c1cc(-c2ccccn2)nc2ccccc12	18%	2%	6%	6.9%	38%

Following part.
SMILES	Salmonella PhoP GFP	M. tuberculosis HTS	H1N1 NS1A inhibition	inhibitors of VEEV	tuberculosis growth	others
CCCC[C@@H]1CCCO[C@@](C(=O)NCc2ccc(C)o2)(C(F)(F)F)C1	2%	-5%	-3%	0.2%	-5%
Cc1ccc(CCNC(=O)C2CC(c3ccccc3C(F)(F)F)=NO2)cc1 (stereo unspecified)	-5%	-2%	8%	2.9%	22%
CCNC(=O)CC1C(=O)N(c2ccc(OC)cc2)C(=S)N1CCc1ccncc1 (stereo unspecified)	4%	8%	-3%	i	22%
Cc1csc(NC(=O)CSCC(=O)Nc2ccccc2)n1	-5%	1%	-15%	0.8%	14%
CCOc1ccc(S(=O)(=O)NCCC(=O)NCCOc2ccccc2)cc1	2%	-1%	-3%	2.2%	3%
CCN(CC)N=Nc1ccc(S(=O)(=O)Nc2c(C)n(C)n(-c3ccccc3)c2=O)cc1	3%	28%	-12%	0.1%	13%
CCOC(=O)C[C@H]1c2ccc(C(F)(F)F)cc2S(=O)(=O)N1Cc1ccccc1	9%	-3%	-2%	i	-6%
O=C(/C=C/c1cccs1)Nc1ccc(S(=O)(=O)Nc2ncccn2)cc1	-10%	6%	-2%	0.3%	4%
CC(C)c1ccc(NC2CCCN(C(=O)CN3C(=O)CSC3=O)C2)cc1 (stereo unspecified)	-2%	6%	-4%	0.4%	3%
Cc1cc(C)cc(NS(=O)(=O)c2ccc(NC(=O)c3ccccc3C(=O)O)cc2)c1	4%	-2%	·	0.5%	-5%
O=C(CCNC(=O)C1CCN(S(=O)(=O)c2ccc(F)cc2)CC1)NCc1ccc(F)cc1	-4%	-3%	-8%	i	6%
CC(=O)c1ccc(NC2OC(C)C(O)C(O)C2O)cc1 (stereo unspecified)	-22%	-1%	-10%	1.0%	12%
O=[N+]([O-])c1cccc(S(=O)(=O)/N=C(/Nc2ccccc2)c2ccccc2)c1	·	6%	2%	i	-16%
CNC(=O)COC(=O)CNC(=O)c1cc(Cl)cc([N+](=O)[O-])c1	5%	1%	1%	0.4%	-7%
COc1ccc2nc(C(F)(F)C(F)(F)F)c(C#N)c(N)c2c1	0%	-2%	1%	0.2%	7%
COC(=O)c1ccc(Cl)cc1NC(=O)/C=C/c1ccc(C)o1	0%	7%	-8%	0.8%	1%
Cc1c(C(=O)O)sc2nc(/C=C/c3ccccc3OC(F)F)[nH]c(=O)c12	0%	4%	-2%	2.6%	11%
C=CCN1CC(=O)N2Cc3[nH]c4ccccc4c3C[C@H]2C1=O	-4%	8%	-17%	1.4%	2%
Cc1cc(CNC(=S)Nc2ccc(S(=O)(=O)Nc3ncccn3)cc2)nn1C	-4%	-11%	-6%	4.7%	3%
Cn1nc(-c2ccccc2)c(C(O)c2ccccc2C(F)(F)F)c1Cl (stereo unspecified)	-10%	1%	2%	i	-8%
COc1ccc(C(=O)N2N=C(c3cccc(NS(C)(=O)=O)c3)CC2c2cccs2)cc1 (stereo unspecified)	-3%	-2%	19%	7.7%	-1%
CCCCCCOC(=O)CCn1[nH]c(=O)c2ccccc2c1=O	6%	0%	-1%	i	0%
CC(C)(C)C(=O)Nc1nnc(CC(=O)NCc2ccccc2)s1	1%	1%	4%	2.1%	-5%
COc1ccc2oc(C(=O)NCC(c3ccco3)N(C)C)c(C)c2c1 (stereo unspecified)	0%	1%	-3%	3.5%	-2%
Cc1nn(C)c(C)c1S(=O)(=O)N1CCC(C(=O)Nc2ccc3c(c2)OCCO3)CC1	20%	0%	-7%	0.5%	-15%
O=C(N/N=C/c1cc2ccccc2nc1Cl)/C(=C/c1cccs1)NC(=O)c1ccccc1	-6%	-2%	1%	8.4%	-1%
Cc1ccc(OCC(=O)N/N=C/C=C/c2ccco2)c(Br)c1	·	·	20%	3.8%	·
COC(=O)/C=C1/SC(=NC(=O)c2ccc(OC)cc2)NC1=O	-4%	6%	3%	1.3%	34%
CC(Sc1nnc(COc2ccc([N+](=O)[O-])cc2)n1-c1ccccc1)C(=O)O (stereo unspecified)	6%	-6%	-6%	2.5%	-6%
Cn1c(CCC(N)=O)nnc1SCC(=O)Nc1cc(S(=O)(=O)N2CCCC2)ccc1Cl	·	·	-2%	1.0%	·
Cc1cc(C)n2nc(C(=O)Nc3ccn(Cc4ccccc4C)n3)cc2n1	-7%	6%	-9%	7.4%	0%
C[C@]12CCC(=O)C=C1CCC1C2CC[C@@]2(C)C1CC[C@@H]2O (stereo partly specified)	·	-6%	-28%	2.1%	16%
COc1ccc2[nH]c(=O)c(CN(CCN3CCCC3)C(=O)Nc3ccccc3Cl)cc2c1	2%	1%	2%	2.6%	57%	inhibitors of VEEV 10K pilot screen=8.9
COc1ccc(S(=O)(=O)NCCc2ccncc2)cc1	4%	-10%	-27%	0.0%	-12%
Cc1cccc2c(SCC(=O)NCC3CCCO3)nc(-c3ccc(F)cc3)nc12 (stereo unspecified)	-8%	-6%	2%	0.9%	-12%
Cc1cc2oc(=O)cc(CN3CCCCC3)c2cc1O	-16%	5%	-7%	i	-4%
O=[N+]([O-])c1cc(S(=O)(=O)N2CCCCC2)ccc1NCc1cccc(Cl)c1	3%	15%	3%	i	7%
O=C(NC(Cc1ccccc1)C(=O)NC(Cc1ccccc1)C(=O)O)c1ccccc1 (stereo unspecified)	-9%	-5%	-5%	1.6%	-1%
Cc1ccc(CNC(=O)/C=C/c2ccc(Br)o2)cc1	-10%	5%	24%	0.2%	22%
CN1CCN(C(=O)c2cc(Cl)ccc2NC(=O)c2ccc(Cl)cc2Cl)CC1	-9%	-10%	-15%	0.9%	-3%
CCOc1cc(S(=O)(=O)N2CCN(Cc3ccccc3)CC2)ccc1Br	0%	-6%	8%	0.8%	-3%
CC(=O)Nc1ccc(S(=O)(=O)Nc2nc(C)cc(-n3nc(C)cc3C)n2)cc1	4%	7%	-24%	i	10%
Cc1ccc(N2CC(C(N)=O)CC2=O)cc1 (stereo unspecified)	-2%	-8%	-4%	i	-12%
COc1ccccc1C1(CC(=O)N2CCCCC2)CCOC(C(C)C)C1 (stereo unspecified)	2%	0%	-18%	i	-9%
CCCc1c(C(=O)N/N=C(\C)CCc2ccccc2)nnn1-c1nonc1N	-2%	33%	-3%	0.4%	21%
O[C@@H]([C@H](O)[C@H](O)CBr)[C@H](O)CBr	3%	-3%	3%	i	4%
CN1CCN(S(=O)(=O)c2cccc(S(=O)(=O)c3ccc(Cl)c(Cl)c3)c2)CC1	2%	-3%	-10%	1.2%	-6%
O=C(Nc1ccccc1)/C(=C/c1ccccc1)c1ccccc1	6%	10%	1%	8.0%	16%
CCOC(=O)Cc1csc(NC(=O)CSc2nc3cccnc3n2CC)n1	-5%	-6%	8%	3.0%	6%
CC1(C)C(c2ccccc2)=NC(c2ccc(Br)cc2)N1O (stereo unspecified)	-9%	1%	10%	0.8%	17%
CCOc1ccc(N2C(=O)Nc3ccccc3C2(O)C(=O)NCc2ccccc2)cc1 (stereo unspecified)	-3%	-4%	9%	1.7%	-1%
CN(C(=O)c1cc(S(=O)(=O)N2CCOCC2)cs1)c1ccccc1	-13%	-8%	-5%	0.5%	-4%
COc1cc(C(=O)N/N=C(\C)Cc2ccccc2)cc(OC)c1OC	-1%	2%	-11%	1.9%	7%
CC(=O)Nc1cccc(NS(=O)(=O)Cc2ccc(Cl)cc2)c1	8%	-2%	-9%	i	10%
S=C(c1ccc(N2CCOCC2)cc1)N1CCOCC1	-11%	3%	-4%	0.3%	16%
O=[N+]([O-])c1ccc(N2CCN(S(=O)(=O)c3ccccc3[N+](=O)[O-])CC2)cc1NCc1cccnc1	-1%	0%	5%	5.4%	22%
COc1ccc(O)c2c(=O)c3c(OC)cc4c(c3oc12)C1C=COC1O4 (stereo unspecified)	2%	-4%	-1%	13%	-18%
CCOC(=O)C(NC(C)=O)(Nc1ccc(S(=O)(=O)Nc2onc(C)c2C)cc1)C(F)(F)F (stereo unspecified)	11%	-5%	5%	0.5%	56%
CSc1ncc(C(=O)Nc2ccc(C(C)=O)cc2)c(C)n1	3%	?	-4%	2.3%	27%
CC(=O)Oc1cccc2c1C(=O)c1c(OC(C)=O)cc(C(=O)O)cc1C2=O	-13%	?	3%	i	68%
Cc1ccc(-c2nnc(NC(=O)CCS(=O)(=O)c3ccccc3)o2)c(C)c1	·	·	-1%	0.5%	·

Screening data deposited in PubChem BioAssay by Southern Research Specialized Biocontainment Screening Center.
